TRAIL sens C8 = caspase-8 TRAIL sensitization; NB7+C8 cells + TRAIL, ATPlite viability luminescence; inhibition (viability loss, TRAIL sensitization), % at 10 µM; 360,000 tested, 1% active; AID 624354;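 active = compounds causing at least 50% loss of cell viability in the single-dose screen, relative to plate controls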
EBV LMP1 NFkB = Epstein-Barr LMP1 NF-kappaB reporter inhibition. LMP1-induced NF-kappaB luciferase reporter cells, luminescence. inhibition, % at 12.5 µM. 350,000 tested, 0.69% active. AID 504558; in the data active = inhibition above about 41%;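 note: 0% = neutral control wells and 100% = reference inhibitor control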
NR5A2 inv ag = inverse agonists of human LRH-1 (NR5A2); O00482; HEK293T StAR-luciferase reporter, LRH-1 transfected, 24 h; inhibition, % at 3.6 µM; 360,000 tested, 0.13% active;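 active = inhibition above the mean inhibition of all tested compounds plus 3 SD, cut at about 73% in these data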;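 note: 0% = DMSO wells and 100% = reporter-only cells lacking LRH-1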
Target sequence (O00482 whole entry, looked up): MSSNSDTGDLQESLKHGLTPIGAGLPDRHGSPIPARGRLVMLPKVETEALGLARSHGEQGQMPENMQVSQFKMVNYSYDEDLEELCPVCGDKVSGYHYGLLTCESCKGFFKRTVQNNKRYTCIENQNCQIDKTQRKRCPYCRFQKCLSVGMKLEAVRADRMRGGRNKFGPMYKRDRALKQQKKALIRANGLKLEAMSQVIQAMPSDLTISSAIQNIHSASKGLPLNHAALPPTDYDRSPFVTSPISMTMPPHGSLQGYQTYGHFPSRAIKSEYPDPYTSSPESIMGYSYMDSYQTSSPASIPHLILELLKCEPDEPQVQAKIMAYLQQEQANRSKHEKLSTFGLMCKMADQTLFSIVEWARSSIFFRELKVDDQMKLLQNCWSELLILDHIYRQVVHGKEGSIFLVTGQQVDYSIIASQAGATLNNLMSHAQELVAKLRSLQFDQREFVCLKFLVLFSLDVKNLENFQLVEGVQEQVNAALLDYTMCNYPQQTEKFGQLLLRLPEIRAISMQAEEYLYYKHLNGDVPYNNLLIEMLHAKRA
COUP-TFII inh = blocks human COUP-TFII nuclear receptor; P24468; HEK293T NGFI-A luciferase reporter, luminescence; inhibition, % at 8.6 µM; 370,000 tested, 0.7% active; AID 686940;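 active = inhibition above a per-plate cutoff, mean inhibition of test wells between control levels plus 3 SD, cut at about 38% in these data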;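 note: cells cotransfected with COUP-TFII expression vector driving the NGFI-A reporter; 0% = median of COUP-TF2 test wells and 100% = reporter-only cells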
Target sequence (P24468 whole entry, looked up): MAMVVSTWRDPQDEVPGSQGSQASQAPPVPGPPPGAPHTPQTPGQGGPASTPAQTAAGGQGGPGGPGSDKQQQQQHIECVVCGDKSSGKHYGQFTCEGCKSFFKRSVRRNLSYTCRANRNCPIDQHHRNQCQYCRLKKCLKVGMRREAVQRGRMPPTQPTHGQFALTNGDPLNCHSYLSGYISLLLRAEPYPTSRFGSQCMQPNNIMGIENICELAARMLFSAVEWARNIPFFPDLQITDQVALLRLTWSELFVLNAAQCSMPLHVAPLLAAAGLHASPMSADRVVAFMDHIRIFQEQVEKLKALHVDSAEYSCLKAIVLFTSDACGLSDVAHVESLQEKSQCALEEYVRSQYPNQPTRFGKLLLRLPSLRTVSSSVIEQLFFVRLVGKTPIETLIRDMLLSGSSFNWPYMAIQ
Shn3 inh set2 = reduces Shn3 3'UTR luciferase signal in osteoblasts | 360,000 tested, 0.52% active | Clone20 osteoblast Shn3 3'UTR firefly luciferase, 24 h | inhibition, % at 12.5 µM;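 active = mean inhibition of at least 75% with every replicate also reaching 75%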;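 note: 0% = median of neutral control wells and 100% = pilot-screen positive control compound; some compounds past the cut are filed as inactive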
* marks the source's active call; other numbers are inactive results; · = no result given. The list is partial (hit frequency here may not be typical).

#	Compound	TRAIL sens C8	EBV LMP1 NFkB	NR5A2 inv ag	COUP-TFII inh	Shn3 inh set2
1	Cc1ccccc1N=C1NC(=O)/C(=C/c2cccn2-c2cccc(C(=O)O)c2)S1	·	3	·	8	·
2	CC(C)NC(=O)C1C(c2ccc(C(F)(F)F)cc2)=Nc2ccccc2N1C(=O)c1ccco1 (centres undefined)	5	·	27	·	·
3	Cc1ccc(S(=O)(=O)N2CCC(C(=O)N[C@@H](C)C(=O)NC3CCS(=O)(=O)C3)CC2)cc1 (some centres undefined)	·	·	·	-27	-6
4	Cc1cccc(C)c1NC(=O)C(CCc1ccccc1)n1c(=O)c(-c2cc3ccccc3[nH]2)nc2ccccc21 (centres undefined)	-3	·	-1	1	·
5	O=C(C[C@@H]1C=C[C@H](NC(=O)Cc2ccccn2)[C@@H](CO)O1)NCCc1ccccc1	-20	·	14	5	·
6	CC(C)NC(=O)C1C(c2ccc(C(F)(F)F)cc2)=Nc2ccccc2N1C(=O)c1cccc(C(F)(F)F)c1 (centres undefined)	13	·	-30	28	·
7	CCC(C(=O)Nc1c(C)cccc1C)n1c(-c2cc(C)cs2)nc2ccccc21 (centres undefined)	9	·	24	-11	·
8	COc1ccc(NC(=O)c2cc(-c3sc(NC(=O)c4ccccc4)nc3C)n(-c3ccc(Br)cc3)n2)cc1	1	·	-52	-25	·
9	O=c1cccc(-c2cccc3ccccc23)o1	-1	·	-10	-11	·
10	COC(=O)C1=CN(c2ccc(F)cc2)C(N)=C(C#N)C1c1cccc(F)c1 (centres undefined)	-3	·	23	6	·
11	CC(C)C(C(=O)NC1CCCC1)N1CCN(c2ncccc2C#N)CC1 (centres undefined)	1	·	15	-10	·
12	CCCCOCCCNC(=O)C[C@@H]1C[C@@]2(C(=O)OC)CC(C)(C)CC=C2N(Cc2ccc3c(c2)OCO3)C1=O	-16	·	5	-1	·
13	COc1ccc(C(=O)C(=O)N2CCN(C(=O)OCc3ccccc3)CC2)cc1	-4	·	17	6	·
14	COC(=O)[C@@]12C[C@@H](CC(=O)N3CCN(C(=O)C4CC4)CC3)C(=O)N(Cc3cccc4ccccc34)C1=CCC(C)(C)C2	18	·	-19	3	·
15	COc1ccc(C(=O)C(=O)N2CCC(c3ccccc3)CC2)cn1	-9	·	-18	-6	·

As entered above:
`Cc1ccc(S(=O)(=O)N2CCC(C(=O)N[C@@H](C)C(=O)NC3CCS(=O)(=O)C3)CC2)cc1` (some centres undefined) in COUP-TFII inh = -27
`Cc1cccc(C)c1NC(=O)C(CCc1ccccc1)n1c(=O)c(-c2cc3ccccc3[nH]2)nc2ccccc21` (centres undefined) in COUP-TFII inh = 1
`CCC(C(=O)Nc1c(C)cccc1C)n1c(-c2cc(C)cs2)nc2ccccc21` (centres undefined) in TRAIL sens C8 = 9
`COc1ccc(C(=O)C(=O)N2CCC(c3ccccc3)CC2)cn1` in NR5A2 inv ag = -18
`CCCCOCCCNC(=O)C[C@@H]1C[C@@]2(C(=O)OC)CC(C)(C)CC=C2N(Cc2ccc3c(c2)OCO3)C1=O` in COUP-TFII inh = -1
`COC(=O)[C@@]12C[C@@H](CC(=O)N3CCN(C(=O)C4CC4)CC3)C(=O)N(Cc3cccc4ccccc34)C1=CCC(C)(C)C2` in TRAIL sens C8 = 18
`O=C(C[C@@H]1C=C[C@H](NC(=O)Cc2ccccn2)[C@@H](CO)O1)NCCc1ccccc1` in TRAIL sens C8 = -20

Reformatted with two lines to a compound: entries from further up
Each structure is followed by: TRAIL sens C8	EBV LMP1 NFkB	NR5A2 inv ag	COUP-TFII inh	Shn3 inh set2
9: O=c1cccc(-c2cccc3ccccc23)o1
→ -1	·	-10	-11	·
10: COC(=O)C1=CN(c2ccc(F)cc2)C(N)=C(C#N)C1c1cccc(F)c1 (centres undefined)
→ -3	·	23	6	·

(listing goes on)
#	Compound	TRAIL sens C8	EBV LMP1 NFkB	NR5A2 inv ag	COUP-TFII inh	Shn3 inh set2
16	Cc1cccc(C)c1N1C(=O)c2ccccc2NC(=O)C1C(=O)NCC(C)C (centres undefined)	4	·	-6	-16	·
17	CC1(C(=O)NCc2ccccc2)CN(S(C)(=O)=O)CC(=O)N1CCc1ccccc1F (centres undefined)	9	·	9	6	·
18	COC(=O)C1(C(=O)OC)C[C@H](c2ccc(OC)cc2)N(Cc2ccccc2OC)[C@@H]1c1ccc(OC)cc1	8	·	38	1	·
19	O=C(Nc1ccc(F)cc1)C(c1ccnc2ccccc12)N1CCN(C(=O)c2ccco2)CC1 (centres undefined)	5	·	11	-3	·
20	COC(=O)C1=CN(c2ccc(Oc3ccccc3)cc2)C(N)=C(C#N)C1c1ccccc1 (centres undefined)	-6	·	9	-7	·
21	COC(=O)[C@@]12C[C@@H](CC(=O)NCc3ccc(OC)c(OC)c3)C(=O)N(Cc3ccco3)C1=CCC(C)(C)C2	13	·	13	17	·
22	COc1ccc(CN2C(=O)CN(S(C)(=O)=O)CC2(C)C(=O)Nc2c(C)cccc2C)cc1 (centres undefined)	-1	·	-6	0	·
23	CC(C)(C)NC(=O)C(c1ccc(C#N)cc1)n1c(=O)c(-c2cc3ccccc3[nH]2)nc2ccccc21 (centres undefined)	8	·	23	-6	·
24	COc1ccc(C(C(=O)NC2CCCC2)n2c(Cc3cc(F)cc(F)c3)nc3ccccc32)cc1 (centres undefined)	-19	·	19	10	·
25	CN(CCc1ccccc1)C(C(=O)c1ccc2c(c1)OCO2)c1nnnn1-c1ccccc1NC(=O)OC(C)(C)C (centres undefined)	8	·	4	-7	·
26	CC1(C(=O)NCc2ccccc2)CSCC(=O)N1Cc1cccc(F)c1 (centres undefined)	6	·	-3	4	·
27	O=C(NC1CCCC1)C(c1ccco1)N1CCN(c2c(Cl)cncc2Cl)CC1 (centres undefined)	-8	·	-2	-7	·
28	CC(C)c1cn(CC[C@@H]2CC[C@H](NS(=O)(=O)c3ccc(F)cc3)[C@@H](CO)O2)nn1	-3	·	8	9	·
29	O=C(NCc1ccccc1)C1C(c2ccc3c(c2)OCO3)=Nc2ccccc2N1C(=O)c1cccc(C(F)(F)F)c1 (centres undefined)	4	·	-3	2	·
30	CCCCNC(=O)C(NC(=O)c1cccnc1OC)C(=O)c1ccccc1 (centres undefined)	5	·	21	-15	·
31	O=C1Nc2ccccc2-n2nnnc2C1N1CCN(C(=O)C2CCCO2)CC1 (centres undefined)	3	·	9	-1	·
32	CCCCCCCCN1C(=O)[C@H](CC(=O)NCCc2ccccc2OC)C[C@@]2(C(=O)OC)CC(C)(C)CC=C12	-2	·	32	4	·
33	COc1ccccc1C(C(=O)c1ccccc1)c1ccc(O)cc1 (centres undefined)	-12	·	23	-19	·
34	COc1ccc(NC(=O)C(c2ccc(OC)cc2)n2c(=O)c(-c3cc4ccccc4[nH]3)nc3ccccc32)cc1 (centres undefined)	5	·	-4	-10	·
35	COC(=O)C1(C(=O)OC)c2ccccc2CN(S(=O)(=O)c2ccc(C)cc2)C1CC(C)=O (centres undefined)	-4	·	-6	-8	·
36	N#Cc1cccnc1N1CCN(C(C(=O)NC2CCCC2)c2ccco2)CC1 (centres undefined)	-10	·	-19	-6	·
37	COc1ccc(C2=Nc3ccccc3N(C(=O)c3ccc4ncccc4c3)C2C(=O)NC(C)(C)C)cc1 (centres undefined)	2	·	-126	-39	·
38	CSCCC(C(=O)NCc1ccccc1)n1c(-c2ccc3c(c2)CCO3)nc2ccccc21 (centres undefined)	1	·	-34	-4	·
39	Nc1c(-c2ccc(C(F)(F)F)cc2)nc2ncccn12	3	·	-46	-19	·
40	CC1(C(=O)Nc2ccc3c(c2)OCCO3)CSCC(=O)N1CCCn1ccnc1 (centres undefined)	-7	·	10	7	·
41	CC(C)c1cc(Cn2c3ccccc3c(=O)n2C(C)Cn2cc(-c3ccccc3)nn2)on1 (centres undefined)	5	·	-9	-30	·
42	COC(=O)C1=CN(c2cccc(OCc3ccccc3)c2)C(N)=C(C#N)C1c1cccc(OC)c1OC (centres undefined)	-4	·	-31	-14	·
43	O=C(NCc1cccc(C(F)(F)F)c1)C1C(=O)Nc2ccccc2C(=O)N1Cc1ccccc1 (centres undefined)	30	·	-24	3	·
44	O=C(NCc1ccccc1)C(c1ccc(F)cc1)N1CCN(C(=O)C2CCCO2)CC1 (centres undefined)	3	·	14	-3	·
45	O=C(NCc1ccccc1)C(c1cccc2ccccc12)n1c(=O)c(-c2ccco2)nc2ccccc21 (centres undefined)	-9	·	3	5	·
46	O=C(NCc1ccccc1)C(c1ccc(F)cc1)N1CCN(c2ccccc2F)CC1 (centres undefined)	-14	·	27	-9	·
47	COC(=O)[C@]12CCCCC=C1N(CCc1ccc(OC)c(OC)c1)C(=O)[C@H](CC(=O)NCCC(C)C)C2	-6	·	-3	-2	·
48	COc1ccc(C2=Nc3ccccc3N(C(=O)c3cccnc3)C2C(=O)NC(C)(C)C)cc1 (centres undefined)	-23	·	-14	-6	·
49	CC(C)NC(=O)C1(C)CSCC(=O)N1CCCn1ccnc1 (centres undefined)	-1	·	3	-5	·
50	COC(=O)[C@]12CCCCC=C1N(Cc1ccc3c(c1)OCO3)C(=O)[C@H](CC(=O)N1CCOCC1)C2	-1	·	21	-3	·
51	CCC(C(=O)NCc1ccccc1)n1c(CSCCOc2ccccc2)nc2ccccc21 (centres undefined)	16	·	45	58*	·
52	O=c1c(-c2cccs2)nc2ccccc2n1C(CCc1ccccc1)c1nc2ccccc2[nH]1 (centres undefined)	-3	·	3	2	·
53	COC(=O)C1=CN(c2ccc(Oc3ccccc3)cc2)C(N)=C(C#N)C1c1cccc(OC)c1OC (centres undefined)	20	·	-4	-8	·
54	COC(=O)C1(C(=O)OC)C[C@H](/C=C/c2ccccc2)N(Cc2ccccc2OC)[C@@H]1c1ccccc1	13	·	7	-12	·
55	CCCCCCCCN1C(=O)[C@H](CC(=O)NCC23CC4CC(CC(C4)C2)C3)C[C@@]2(C(=O)OC)CC(C)(C)CC=C12	-2	·	22	0	·
56	O=C(NC1CCCCC1)c1nc(-c2c(F)cccc2F)oc1-c1ccccc1	9	·	10	2	·
57	CCOC(=O)[C@]12CCCC=C1N(Cc1ccccc1)C(=O)[C@H](CC(=O)NCCCN1CCCC1=O)C2	-6	·	-15	4	·
58	CO[C@H]1CN(C)C(=O)c2cc(NS(=O)(=O)c3ccccc3)ccc2OC[C@@H](C)N(Cc2ccccn2)C[C@@H]1C	-4	·	5	-6	·
59	COc1ccc(NC(=O)C(c2ccc(C#N)cc2)n2c(=O)c(-c3ccco3)nc3ccccc32)cc1 (centres undefined)	-9	·	-3	20	·
60	COC(=O)[C@@]12C[C@@H](CC(=O)NCCc3ccccc3OC)C(=O)N(Cc3ccccc3)C1=CCC(C)(C)C2	5	·	-1	-11	·

Some of these compounds in order of molecular weight, smallest number first:
#	Compound	TRAIL sens C8	EBV LMP1 NFkB	NR5A2 inv ag	COUP-TFII inh	Shn3 inh set2
26	CC1(C(=O)NCc2ccccc2)CSCC(=O)N1Cc1cccc(F)c1 (centres undefined)	6	·	-3	4	·
44	O=C(NCc1ccccc1)C(c1ccc(F)cc1)N1CCN(C(=O)C2CCCO2)CC1 (centres undefined)	3	·	14	-3	·
38	CSCCC(C(=O)NCc1ccccc1)n1c(-c2ccc3c(c2)CCO3)nc2ccccc21 (centres undefined)	1	·	-34	-4	·
52	O=c1c(-c2cccs2)nc2ccccc2n1C(CCc1ccccc1)c1nc2ccccc2[nH]1 (centres undefined)	-3	·	3	2	·

Continuation.
#	Compound	TRAIL sens C8	EBV LMP1 NFkB	NR5A2 inv ag	COUP-TFII inh	Shn3 inh set2
61	O=C(NC1CCCC1)C(c1ccccc1)n1c(CSCCOc2ccccc2)nc2ccccc21 (centres undefined)	-8	·	20	59*	·
62	O=C(NCc1ccccc1)C(C1CC1)n1c(=O)c(-c2ccco2)nc2ccccc21 (centres undefined)	-15	·	1	-8	·
63	COc1ccc(N2CCN(C3C(=O)Nc4ccccc4-n4nnnc43)CC2)cc1 (centres undefined)	8	·	20	-8	·
64	CC(C(=O)NC(C)(C)C)n1c(-c2ccccc2)nc2ccccc21 (centres undefined)	-13	·	-2	0	·
65	CC(C)(C)C(c1nc2ccccc2[nH]1)n1c(-c2cccc(S(C)(=O)=O)c2)nc2ccccc21 (centres undefined)	28	·	-171	-48	·
66	Cc1cccc(C)c1NC(=O)C1(C)CSCC(=O)N1CCc1c[nH]c2ccccc12 (centres undefined)	-6	·	-7	-5	·
67	CCCCNC(=O)C[C@@H]1C[C@@]2(C(=O)OC)CCCCC=C2N(Cc2ccc3c(c2)OCO3)C1=O	-11	·	-8	4	·
68	Nc1nc2ccccc2cc1C(=O)NCc1cccs1	11	·	25	28	·
69	COC(=O)[C@@]12C[C@@H](CC(=O)NCCCN3CCCC3=O)C(=O)N(CCc3ccc(OC)c(OC)c3)C1=CCC(C)(C)C2	-6	·	11	-1	·
70	COC(=O)C1=CN(c2ccc(C)cc2)C(N)=C(C#N)C1c1ccccc1F (centres undefined)	11	·	-5	-3	·
71	CCCCCNC(=O)C(c1ccc(OC)cc1)n1c(=O)c(-c2ccccc2)nc2ccccc21 (centres undefined)	16	·	13	9	·

Compound activity (PubChem BioAssay)
